Source: PubChem (Sanford-Burnham Center for Chemical Genomics)
PfGluPho inh: PfG6PD (Plasmodium falciparum) enzyme inhibition; PfGluPho enzyme, NADPH resazurin-diaphorase fluorescence; inhibition, % at 20 µM; 350,000 compounds, 0.78% hits; AID 504690;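 active = inhibition reaching at least a set limit at 20 µM in the primary screen, cut at about 59% in these data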;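 also: 0% = DMSO wells with substrate and 100% = DMSO wells lacking glucose-6-phosphate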
hIAP inh: human IAP inhibition. purified IAP, CDP-Star luminescence, 30 min. inhibition, % at 10 µM. 330,000 compounds, 0.12% hits;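 active = inhibition reaching a set limit with compound at 10 µM in the primary screen, cut at about 35% in these data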;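 also: plate controls were DMSO wells with enzyme for no effect and no-enzyme buffer wells for full effect; values of inactives mirror those of a sister screen read the other way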
Target sequence (P09923 whole entry, looked up): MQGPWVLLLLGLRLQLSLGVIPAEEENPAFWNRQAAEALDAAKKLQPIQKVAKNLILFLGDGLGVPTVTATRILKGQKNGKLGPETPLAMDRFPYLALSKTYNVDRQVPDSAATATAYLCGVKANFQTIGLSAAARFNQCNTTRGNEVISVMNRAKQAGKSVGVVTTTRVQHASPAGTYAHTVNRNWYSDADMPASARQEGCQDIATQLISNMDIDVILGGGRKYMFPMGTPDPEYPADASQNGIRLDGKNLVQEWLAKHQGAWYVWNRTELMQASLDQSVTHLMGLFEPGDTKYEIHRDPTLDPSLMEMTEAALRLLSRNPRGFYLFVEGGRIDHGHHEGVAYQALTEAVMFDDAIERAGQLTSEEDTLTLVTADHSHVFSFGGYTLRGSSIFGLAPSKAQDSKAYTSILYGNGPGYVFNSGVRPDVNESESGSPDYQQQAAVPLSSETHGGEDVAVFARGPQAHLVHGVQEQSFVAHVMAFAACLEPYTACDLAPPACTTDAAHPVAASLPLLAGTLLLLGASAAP
A3A deaminase: human APOBEC3A DNA deaminase inhibition. P31941. recombinant A3A, FAM/TAMRA ssDNA deamination fluorescence. inhibition, % at 20 µM. 330,000 compounds, 0.41% hits;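 active = at least 40% inhibition at 20 µM here, with at most 30% in a related deaminase screen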;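 also: plate controls were A3A with DMSO for no effect and wells lacking A3A enzyme for full effect; some results filed as inactive read as strong as hits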
mIAP block: blocks mouse intestinal alkaline phosphatase; purified mouse IAP, CDP-Star luminescence, 30 min; inhibition, % at 10 µM; 330,000 compounds, 0.2% hits; AID 2806;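 active = inhibition of at least 40% at 10 µM in the primary screen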;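 also: plate controls were DMSO with enzyme for no effect and no enzyme wells for full effect; values of inactives mirror those of a sister screen read the other way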
HKDC1 inh: blocks human hexokinase HKDC1 activity | recombinant HKDC1, G6PDH/diaphorase resazurin coupled fluorescence | inhibition, % at 20 µM | 340,000 compounds, 0.16% hits;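 active = inhibition above about 35% when tested at 20 µM, limit read from the data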;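 also: plate controls were DMSO wells with enzyme for no effect and DMSO wells lacking enzyme for full effect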
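test system = in-house recombinant HK5 (HKDC1) enzyme | amount = HKDC1 at 5 µg/mL | control set = DMSO-enzyme wells negative, buffer-substituted wells positive | compound = one dose of 20 µM, 1% DMSO | schedule = reaction time 90 min, room temperature, protected from light | technique = resorufin fluorescence at 613 nm | reagent = glucose with 1 mM ATP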
ATG4B inhibitor: blocks human ATG4B protease cleavage of LC3 substrate. inhibition, % at 8.33 µM. ATG4B cleavage of LC3-PLA2, NBD-HPC fluorescence, 1 h. 340,000 compounds, 0.51% hits; in the data active = inhibition above about 40%
Target sequence (Q9Y4P1 whole entry, looked up): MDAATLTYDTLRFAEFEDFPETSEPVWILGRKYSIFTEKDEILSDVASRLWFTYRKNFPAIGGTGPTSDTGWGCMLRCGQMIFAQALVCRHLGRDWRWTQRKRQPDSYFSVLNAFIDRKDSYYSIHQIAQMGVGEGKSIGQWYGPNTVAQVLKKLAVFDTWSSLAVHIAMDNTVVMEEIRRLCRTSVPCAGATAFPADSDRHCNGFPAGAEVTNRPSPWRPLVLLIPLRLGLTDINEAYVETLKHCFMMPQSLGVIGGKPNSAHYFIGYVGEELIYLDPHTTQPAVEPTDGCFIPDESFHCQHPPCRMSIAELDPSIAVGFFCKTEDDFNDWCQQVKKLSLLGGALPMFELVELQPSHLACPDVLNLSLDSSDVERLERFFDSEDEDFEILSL
mIAP act: increases mouse intestinal alkaline phosphatase activity; muIAP, CDP-Star luminescence, 30 min; stronger effect = higher value; 1 = vehicle-only enzyme signal, 0 = enzyme-free wells; activation factor at 10 µM; 330,000 compounds, 0.24% hits; AID 2805;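 active = activation factor of at least 2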; also: the source names both 10 and 20 µM as test concentration; values of inactives mirror those of a sister screen read the other way
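System: mouse IAP enzyme. Reagent: CDP-Star chemiluminescent phosphatase substrate. Benchmarks: DMSO wells, no-enzyme wells. Times: 30 min enzyme-substrate-compound incubation at room temperature. Detection: luminescence from enzymatic CDP-Star hydrolysis. Doses: test compounds delivered from DMSO solution.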
hIAP act: increases human intestinal alkaline phosphatase activity; P09923; purified human IAP, CDP-Star luminescence, 30 min; stronger effect = higher value; 1 = vehicle-only enzyme, 0 = enzyme-free background; 330,000 compounds, 0.16% hits; activation factor at 10 µM;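 active = activation factor of the enzyme at least 2-fold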; also: the source names both 10 and 20 µM as test concentration; values of inactives mirror those of a sister screen read the other way
Numbers without * were called inactive; . = no result given.

mIAP block	hIAP act	mIAP act	PfGluPho inh	ATG4B inhibitor	HKDC1 inh	hIAP inh	A3A deaminase	Structure
-4.3	0.897	1.04	16.1	6.2	-8.3	10.3	2.6	NC(=O)CC(NC(=O)c1ccccc1)c1ccc(NCCN2CCCCC2)c([N+](=O)[O-])c1 (stereo not given)
1.4	1.11	0.986	4.2	-1.2	-8.0	-10.6	-1.6	COc1ccc(NC(=O)CSCC(=O)N(C)Cc2cccc(OC)c2OC)cc1
-12.7	1.02	1.13	10.0	-3.1	-8.8	-2.5	-5.1	COc1ccc(NC(=S)Nc2ccccc2)c(OC)c1
0.3	0.9	0.997	13.7	10.5	-13.2	10.0	3.6	O=c1cc(O)c2c(=O)n(-c3ccccc3)c3c(c2o1)CCCCC3
1.3	1.04	0.987	-5.4	8.4	-9.8	-3.9	-0.1	OC1CCN(Cc2nc(Cc3ccccc3Cl)no2)CC1
-12.5	0.909	1.12	11.9	-6.2	-0.3	9.1	-1.5	Cc1nn(CC(=O)NN)c(C)c1Br
3.5	1.13	0.965	-4.8	2.0	-8.8	-13.3	-8.3	COc1ccc(NC(=O)C2CCCN(c3c4c(nc5ncnn35)CCC4)C2)cc1OC (stereo not given)
-1.0	1.21	1.01	2.7	3.4	3.6	-20.6	13.6	CCc1ccc(Nc2nc(C)cc(C)n2)cc1
15.2	0.847	0.848	-52.2	-10.3	-0.5	15.3	-1.3	Cc1nn(-c2ccccc2)c(Cl)c1/C=N/NC(=O)c1ccccc1NS(=O)(=O)c1cccs1
2.4	0.914	0.976	6.1	-4.1	3.4	8.6	-1.2	O=C(Nc1ccc(F)cc1)c1cccnc1Oc1ccccc1
1.0	0.875	0.99	17.4	-3.5	-7.6	12.5	1.0	NS(=O)(=O)c1ccc(CCNC(=O)CN2CCN(S(=O)(=O)c3ccccc3F)CC2)cc1
9.4	0.984	0.906	18.2	2.1	-6.6	1.6	-0.5	Cn1c(=N)n(CC(=O)c2ccccc2)c2ccccc21
-0.4	0.953	1	-5.0	23.9	4.5	4.7	3.0	C=CCn1c(O)c(N=NC(=O)CNC(=O)/C=C/c2ccc(OC)cc2)c2ccccc21
7.7	0.827	0.923	7.4	4.6	7.9	17.3	5.6	C=CCn1c(O)c(C2=c3ccccc3=NC2=O)c2ccccc21
15.5	0.991	0.845	20.0	4.2	-3.1	0.9	-3.2	CCOc1ccc(C(=O)Nc2ccc(N3CCCC3)cc2)cc1
4.2	1.07	0.958	3.4	-7.4	-6.1	-6.7	-1.7	O=C(CN1CCN(c2ccccc2)CC1)N1CCc2ccccc21
-12.3	1.02	1.12	12.9	-5.1	-2.0	-1.6	-3.5	CCCCOc1ccc(-c2nnn(CC(=O)NCCc3c[nH]c4ccccc34)n2)cc1
11.1	0.843	0.889	12.4	-2.7	-8.9	15.7	2.6	NC(=O)c1cc([N+](=O)[O-])ccc1NCc1cccnc1
12.9	0.994	0.871	-11.0	5.8	-4.6	0.6	-2.3	CC1CCC2(CC1)NC(=O)N(NC(=O)c1cc3ccccc3o1)C2=O (stereo not given)
10.9	0.888	0.891	20.8	-8.2	11.1	11.2	-1.2	COC(=O)[C@H]1[C@H]2C[C@@H]3c4[nH]c5cc(OC)ccc5c4CCN3C[C@H]2C[C@@H](OC(=O)c2ccc(N)cc2)[C@@H]1OC
-0.2	1.08	1	19.0	7.2	1.4	-8.0	-1.6	Cc1ccc(S(=O)(=O)N2CCCCC2CCNC(=O)C(=O)NCc2ccccc2C)cc1 (stereo not given)
6.5	1.36	0.935	-47.7	7.8	-0.5	-36.2	5.3	CC1CCN(S(=O)(=O)c2ccc(C(=O)Nc3nnc(-c4ccco4)o3)cc2)CC1
-3.1	1	1.03	-7.3	3.2	1.2	-0.4	0.6	COC(=O)c1ccc2c(=O)n(CC3CCCO3)c(SCC(=O)Nc3ccccc3Cl)nc2c1 (stereo not given)
6.5	0.983	0.935	-10.4	6.6	13.6	1.7	-4.0	CN1CCC(=NNC(=O)c2cc(-c3ccc(Cl)cc3)n[nH]2)CC1
16.3	1.04	0.837	-15.1	8.5	4.6	-4.0	-1.4	Cc1ccc(C2=NN(C(=O)CCC(=O)O)C(c3cn(-c4ccccc4)nc3-c3ccc(C)cc3)C2)cc1 (stereo not given)
-4.9	1.01	1.05	2.8	15.2	-2.6	-1.0	0.3	COc1ccc(C(c2c(N)[nH]c(=S)[nH]c2=O)c2c(N)[nH]c(=S)[nH]c2=O)cc1
4.5	0.975	0.955	-14.0	-0.9	-6.4	2.5	-4.1	Cc1ccc(C(=O)CSc2nnc(COc3ccc(C#N)cc3)n2-c2ccccc2)cc1
27.5	0.808	0.725	48.9	-1.6	6.6	19.2	2.8	NC(=S)NNc1cccc2cccnc12
3.9	1.07	0.961	5.9	-27.3	-0.7	-7.4	11.0	Cc1cccc(NC(=O)CNC(=O)COC(=O)c2ccco2)c1C
0.1	1.24	0.999	-7.0	7.3	-3.0	-24.3	-2.8	CC1CCCC(C)N1CCCNC(=O)c1csc2c1CCCCC2 (stereo not given)

An excerpt from above in order of count of non-hydrogen atoms, smallest number first.
mIAP block	hIAP act	mIAP act	PfGluPho inh	ATG4B inhibitor	HKDC1 inh	hIAP inh	A3A deaminase	Structure
-4.9	1.01	1.05	2.8	15.2	-2.6	-1.0	0.3	COc1ccc(C(c2c(N)[nH]c(=S)[nH]c2=O)c2c(N)[nH]c(=S)[nH]c2=O)cc1
-0.2	1.08	1	19.0	7.2	1.4	-8.0	-1.6	Cc1ccc(S(=O)(=O)N2CCCCC2CCNC(=O)C(=O)NCc2ccccc2C)cc1 (stereo not given)
16.3	1.04	0.837	-15.1	8.5	4.6	-4.0	-1.4	Cc1ccc(C2=NN(C(=O)CCC(=O)O)C(c3cn(-c4ccccc4)nc3-c3ccc(C)cc3)C2)cc1 (stereo not given)

The list goes on:
mIAP block	hIAP act	mIAP act	PfGluPho inh	ATG4B inhibitor	HKDC1 inh	hIAP inh	A3A deaminase	Structure
2.5	0.925	0.975	1.4	-9.9	16.5	7.5	-5.0	Cn1c(N)c(C(=O)COC(=O)CNS(=O)(=O)c2ccc(Cl)c(Cl)c2)c(=O)n(C)c1=O
9.0	0.988	0.91	11.3	-13.3	-6.0	1.2	-3.0	COc1ccc(CNC(=O)CN2C(=O)CC(c3ccccc3)=Nc3ccccc32)cc1
0.4	0.877	0.996	-1.1	7.7	-1.6	12.3	-0.6	CC(Oc1ccccc1)c1ccnc2nc(N3CCOCC3)nn12 (stereo not given)
0.3	1.1	0.997	-14.1	-3.5	-4.7	-10.2	-1.0	CC(=O)N1CC(C)Oc2ccc(S(=O)(=O)NC(CC(=O)O)c3ccccc3C)cc21 (stereo not given)
-0.8	0.855	1.01	.	.	.	14.5	-1.8	CCOc1ccc(C(=O)NC2=NCCS2)cc1
-3.8	0.873	1.04	-6.3	5.0	-0.9	12.7	-3.3	COc1nc(N(C)C)nc(N(OC)S(=O)(=O)c2ccccc2Cl)n1
3.0	1.14	0.97	20.8	-2.7	-4.2	-14.1	0.6	Cc1cc(C)c(S(=O)(=O)N(C)CC(=O)N2CCCCC2)c(C)c1
-7.1	0.954	1.07	-9.9	2.5	-3.5	4.6	-1.9	Nn1c(COc2ccccc2)nnc1SCc1cc(=O)[nH]c2ccccc12
-10.8	0.961	1.11	-6.4	-11.9	-6.4	3.9	-3.7	COCc1cc(/C=N\NC(=O)COc2ccc(Cl)cc2)ccc1OC
5.9	1.04	0.941	-6.3	13.4	7.2	-4.4	-2.0	N#C/C(=C\c1c(N2CCCCC2)nc2ccccn2c1=O)S(=O)(=O)c1ccccc1
3.3	0.931	0.967	0.9	-5.3	4.0	6.9	-3.5	COc1ccccc1S(=O)(=O)Cc1ccc(C(=O)NCc2cccs2)o1
7.9	0.872	0.921	-0.3	-4.7	-4.6	12.8	-1.0	O=C(CN(C1CC1)S(=O)(=O)c1ccc(S(=O)(=O)N2CCCCCC2)cc1)Nc1ccccc1
6.8	0.924	0.932	-5.4	0.6	6.5	7.6	9.9	N#Cc1c(NC(=O)/C=C/C(=O)O)sc2c1CCN(Cc1ccccc1)C2
9.4	1.01	0.906	-8.2	-17.2	0.3	-1.2	-1.6	O=C(COc1ccccc1)NNC(=O)c1cccs1
5.9	0.904	0.941	-4.7	-4.1	-1.1	9.6	-1.5	C/C(=N\O)C(=O)NCCCNCCCN(C)C
5.0	0.928	0.95	-2.2	-4.0	-14.8	7.2	-2.5	O=C(NC1CCCCC1)C1CC(=O)N(c2cccc([N+](=O)[O-])c2)C1 (stereo not given)
-5.1	2.03*	1.05	-8.8	0.4	-10.2	-103.4	2.1	CC(=O)NC(=S)NNC(=O)C(c1ccccc1)c1ccccc1
-26.7	1.11	1.27	2.2	-9.4	10.4	-11.1	-2.6	CCn1c(CNc2ccc(Cl)cc2)nnc1SCc1ccc(Cl)cc1
7.6	0.992	0.924	6.0	-7.7	-3.6	0.8	-1.2	CCOC(=O)c1ccc(CNC(=O)Cn2nnc(-c3ccc(C)cc3)n2)o1
-10.0	1.02	1.1	5.0	-37.2	-2.0	-1.6	-1.0	COc1cc(OC)cc(C(=O)NCCOC23CC4CC(CC(C4)C2)C3)c1
-3.1	1.09	1.03	1.4	-6.8	4.2	-9.0	-1.3	Cc1ccc(Cn2nnnc2CN2CCC(O)(c3ccc(F)cc3)CC2)cc1
11.1	1.75	0.889	-5.2	2.2	-6.9	-75.5	1.3	Fc1ccccc1NC(=S)NNc1ncc(C(F)(F)F)cc1Cl
4.1	1.04	0.959	0.9	-0.7	-7.9	-3.6	-1.4	CCOC(=O)c1cc(-c2ccccc2)sc1NC(=O)C(C)OC(=O)c1cccnc1OCC (stereo not given)
1.4	1.06	0.986	4.8	-4.5	-1.8	-5.8	-3.2	CCC(C)NC(=O)CSc1ccc(S(=O)(=O)N2CCN(Cc3ccccc3)CC2)cn1 (stereo not given)
6.1	0.998	0.939	-17.2	-5.9	4.0	0.2	2.7	Cc1cc(=O)[nH]c(SCC(=O)Nc2ccc(C(=O)O)cc2)n1
9.2	1.15	0.908	17.2	-3.8	8.4	-14.7	-4.2	C=CCOc1ccc(/C=C2/C(=O)ON=C2C)cc1OCC

Shown as a hit in hIAP act (from the list above):
mIAP block	hIAP act	mIAP act	PfGluPho inh	ATG4B inhibitor	HKDC1 inh	hIAP inh	A3A deaminase	Structure
-5.1	2.03*	1.05	-8.8	0.4	-10.2	-103.4	2.1	CC(=O)NC(=S)NNC(=O)C(c1ccccc1)c1ccccc1
